Assay outcomes from PubChem.
V1R ag counter = agonists of human V1a receptor, primary screen, counter-screen for OXTR agonist project, fluorescence, CHO-V1R cells. Vasopressin V1a receptor (Homo sapiens), P37288. AID 2797, 2010. activation, % at 3 µM. 0.25% of 320,000 active. Fluo-8 calcium fluorescence, agonist mode; 0% DMSO, 100% 3 nM vasopressin;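 active = activation above the mean activation of all tested compounds plus 3 SD, per screening run, cut at about 20% in these data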;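 note: signal is peak over basal fluorescence ratio across a 100 second FLIPR read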
OXTR potentiate = human OXTR potentiators, primary screen, fluorescence, CHO-OTR cells, Fluo-8 calcium | Fluo-8 calcium fluorescence, potentiator mode; 0% = oxytocin EC15, 100% = EC100 | activation, % at 3 µM | 0.061% of 320,000 active;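 active = activation above that plate's cutoff, the mean activation of tested compounds plus 3 SD, cut at about 6.6% in these data, passing the limit was not always enough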;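 note: 100% uses oxytocin at 75 nM as the full agonist control; some results filed as inactive read as strong as hits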
Target sequence (P30559 whole entry, looked up): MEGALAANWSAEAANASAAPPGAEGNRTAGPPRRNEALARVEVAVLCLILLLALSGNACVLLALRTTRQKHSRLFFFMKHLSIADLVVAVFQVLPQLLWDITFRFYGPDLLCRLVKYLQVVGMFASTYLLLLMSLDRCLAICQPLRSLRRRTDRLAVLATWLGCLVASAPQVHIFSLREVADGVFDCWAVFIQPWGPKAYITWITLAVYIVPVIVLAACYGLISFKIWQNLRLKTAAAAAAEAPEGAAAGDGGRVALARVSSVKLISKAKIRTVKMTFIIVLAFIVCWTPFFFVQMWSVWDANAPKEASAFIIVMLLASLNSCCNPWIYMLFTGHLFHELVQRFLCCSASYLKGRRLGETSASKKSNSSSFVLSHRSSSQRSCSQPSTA
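Dosing: Single dose, 3.0 µM nominal final compound concentration | Material: Human OTR in CHO cells | Technique: Kinetic Fluo-8 calcium fluorescence | Benchmarks: EC15 oxytocin alone as 0%, 75 nM oxytocin as 100% | Probe or stimulus: Oxytocin at about EC15, sub-maximal agonist stimulus | Incubation: Compound 6 min at room temperature before oxytocin, 100 s read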
CHO-K1 Ca PAM = nonselective calcium activators in parental CHO-K1 cells, primary screen, counter-screen for M1 PAM project, cell-based, Fluo-8 calcium fluorescence, full deck, 1536-well; ATP EC20; 0% at ATP EC20, 100% at ATP max; activation, % at 3 µM; 0.02% of 360,000 active;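 active = activation above the run cutoff, the mean activation of all test compounds plus 3 SD, cut at about 40% in these data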;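 note: peak over basal fluorescence ratio in a 140 s read after ATP addition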
M1 ag = human M1 muscarinic receptor agonists, primary screen, Fluo-8 calcium fluorescence, CHO-K1 cells, HTS; CHO-K1 hM1, agonist mode; 0% DMSO, 100% acetylcholine EC100; AID 588814, 2011; activation, % at 3 µM; 0.33% of 360,000 active;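 active = activation above the run's mean compound activation plus 3 SD, cut at about 16% in these data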;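 note: peak over basal fluorescence ratio within a 140 s kinetic read after compound addition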
TAAR1 agonist = human TAAR1 agonists, primary screen, Fluo-8 calcium fluorescence, CHO RD-HGA16 cells. Trace amine-associated receptor 1 (Homo sapiens), Q96RJ0. vehicle wells 0%, saturating PEA agonist 100%. activation, % at 3 µM. 0.99% of 360,000 active;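 active = activation above the mean activation of all test compounds in the run plus 3 SD, cut at about 38% in these data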
Target sequence (Q96RJ0 whole entry, looked up): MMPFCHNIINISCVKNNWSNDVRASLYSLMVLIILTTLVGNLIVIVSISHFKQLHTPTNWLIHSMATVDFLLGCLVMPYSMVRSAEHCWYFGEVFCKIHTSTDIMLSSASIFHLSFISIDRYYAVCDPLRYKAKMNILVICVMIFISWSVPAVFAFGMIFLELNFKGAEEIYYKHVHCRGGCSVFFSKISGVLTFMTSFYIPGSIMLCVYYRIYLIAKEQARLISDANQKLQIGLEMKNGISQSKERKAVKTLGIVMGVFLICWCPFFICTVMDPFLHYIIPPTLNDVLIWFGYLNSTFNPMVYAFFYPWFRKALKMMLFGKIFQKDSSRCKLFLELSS
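Assay system: CHO-derived RD-HGA16 cells with stable Gα16 and human TAAR1; timing: 17-24 h seeding, 75 min 37 °C dye, 30 min RT; read-out: % activation from peak over basal fluorescence ratio, DMSO-to-PEA scaled; measured by: kinetic Fluo-8 calcium fluorescence; benchmarks: low control DMSO, high control PEA (EC100); doses: 3 µM single concentration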
CHO-K1 Ca ag = counter-screen for M1 agonists: effect in parental CHO-K1 cells | activation, % at 3 µM | 0.48% of 360,000 active | Fluo-8 calcium fluorescence; scaled to maximal ATP response, vehicle zero; in the data active = activation above about 15%;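 note: untransfected CHO-K1 host cells lacking M1 receptor as counterscreen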
TAAR1 antag = human TAAR1 antagonists, primary screen, Fluo-8 calcium fluorescence, CHO RD-HGA16 cells | Trace amine-associated receptor 1 (Homo sapiens), Q96RJ0 | antagonist | 1.5% of 360,000 active | inhibition, % at 3 µM;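 active = inhibition above a per-plate cutoff, the mean inhibition of test compounds on that plate plus 3 SD, cut at about 49% in these data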;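 note: 0% = DMSO plus EC80 beta-PEA response and 100% = DMSO alone without agonist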
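Assay system: CHO-derived RD-HGA16 cells stably expressing human TAAR1 plus Gα16. Timing: 140 s kinetic read after compound, 140 s after agonist. Technique: kinetic Fluo-8 calcium fluorescence measurement. Measure: % inhibition of agonist calcium response.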
CHO parental Ca = ATP-evoked calcium signal inhibitors, parental CHO, primary screen, counter-screen for OX1R antagonist project, cell-based, fluorescence, Fluo-8 calcium dye | parental CHO-K1, ATP-induced calcium, Fluo-8 fluorescence | inhibition, % at 5.6 µM | 0.63% of 330,000 active | AID 463079, 2010;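 active = inhibition above that plate's mean sample inhibition plus 3 SD, cut at about 26% in these data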;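 note: 0% = ATP-challenged DMSO wells and 100% = DMSO wells without ATP; some compounds past the cut are filed as inactive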
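Assay system – parental CHO cells · Reagent – ATP stimulus · Detection – intracellular calcium via Fluo-8 no-wash fluorescent dye · Evaluation – percent inhibition of ATP-evoked calcium rise, normalized to controls · Controls – ATP wells versus no-ATP DMSO wells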
CHO-K1 Ca antag = counter-screen for M1 antagonists: effect in parental CHO-K1 cells; 0.6% of 360,000 active; ATP-induced calcium, Fluo-8 fluorescence; inhibition, % at 3 µM;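 active = inhibition above a per-plate cutoff, the plate's mean sample inhibition plus 3 SD, cut at about 24% in these data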;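 note: 0% = DMSO plus EC80 ATP and 100% = DMSO alone without ATP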
Starred values were filed as active, the others as inactive; · = not tested or not shown. Compounds as they come; 3.3% or so of the library scored in one or more.

Order of values – V1R ag counter	OXTR potentiate	CHO-K1 Ca PAM	M1 ag	TAAR1 agonist	CHO-K1 Ca ag	TAAR1 antag	CHO parental Ca	CHO-K1 Ca antag
CCOc1cccc(/C=N/Nc2nc(N3CCCC3)nc(N3CCCC3)n2)c1O
  -1.0	-4	7	-2	3	3.5	44	-20	-8
Cc1ccc(/C=N/NC(=O)c2nnn(-c3nonc3N)c2C(C)C)o1
  1.0	-10	-26	5	38*	2.2	3	-3	28*
CCCN1CCN(CCCNC(=O)CCN2C(=O)COc3ccccc32)CC1
  0.4	-4	22	-4	1	0.2	-7	-5	-13
CC(Cl)C(=O)c1ccc2c(c1)CCN2C(=O)C1CC1 (configuration not stated)
  -0.2	-2	16	0	11	-0.3	-13	-17	-11
O=C(NCCc1c[nH]c2ccccc12)c1ccccc1
  0.1	-8	-18	2	0	0.9	5	-4	8
CN(C)c1ncnc2c1ncn2[C@H]1CN(Cc2ccc(F)cc2)C[C@@H](CO)O1
  ·	·	13	0	0	0.5	-16	·	0
O=C1OCC/C1=C\c1ccc2c(c1)OCO2
  0.5	-8	-5	-2	5	0.2	-4	-7	-6
O=C(NCCCn1ccnc1)c1cccc(S(=O)(=O)Nc2ccccc2F)c1
  -0.3	-6	-3	-7	2	-0.3	-5	-6	-14
OCCNc1cc(-n2nc(-c3ccccc3)cc2-c2ccccc2)ncn1
  -0.1	-15	21	-2	5	1.5	-6	-2	-9
Cc1nnc(NC(=O)CSc2nc3c(c(=O)n2C)SC(C)C3)s1 (configuration not stated)
  1.6	3	7	-4	0	0.4	6	-6	-5
Cc1[nH]c(=O)[nH]c(=O)c1S(=O)(=O)N1CCCC1
  -0.2	-6	-1	-3	2	-0.5	1	-16	7
CN(C)C(CNC(=O)c1cc(Br)ccc1Cl)c1ccco1 (configuration not stated)
  6.2	-2	-12	-7	-2	17*	12	1	8
CC1CCCN(CCCNC(=O)c2cc3c(s2)-c2ccccc2OC3)C1 (configuration not stated)
  8.5	-10	-1	2	4	15	-2	-19	-4
COc1ccc(C2(C)NC(=O)N(CC3CCCCC3)C2=O)cc1 (configuration not stated)
  -0.3	-12	-7	-4	4	1.6	-1	-15	-17
O=C1OC(/C(=C\Nc2ccccc2)[N+](=O)[O-])c2ccccc21 (configuration not stated)
  1.0	1	12	-1	0	0.2	-5	-4	-3

Later entries.
Order of values – V1R ag counter	OXTR potentiate	CHO-K1 Ca PAM	M1 ag	TAAR1 agonist	CHO-K1 Ca ag	TAAR1 antag	CHO parental Ca	CHO-K1 Ca antag
COc1cc(C(=O)COC(=O)c2cnc(C)cn2)ccc1OC(F)F
  1.4	-1	0	-2	0	1.2	-5	-5	-6
Cc1ccc(NC(=O)C2CCCN(c3ncccn3)C2)c(C)c1 (configuration not stated)
  -1.0	-3	4	-4	6	1.1	6	-15	-7
COC(=O)c1ccc(N2C(=O)C3C4C=CC(CC4)C3C2=O)cc1 (configuration not stated)
  0.1	-13	-6	1	3	1.4	-9	-6	9
CC(=O)Nc1cccc(-c2ccnc3c2CC(C(=O)NCc2ccco2)O3)c1 (configuration not stated)
  ·	·	17	0	2	1.0	-4	·	-8
CN(C)S(=O)(=O)c1ccc(Cl)c(C(=O)NNC(=O)Cn2ccc(C(F)(F)F)n2)c1
  ·	·	4	-2	4	0.5	-6	·	-6
CC(NC(=O)C(C)(C)C)c1nc2ccccc2n1C (configuration not stated)
  -1.0	-21	18	-4	5	-0.2	4	-1	-9
O=C(NC(=S)N1CCCc2ccccc21)c1ccccc1
  -0.2	3	17	-5	-4	0.6	-12	-4	-8
COC(=O)c1c(NC(=O)Cc2cccs2)sc(C(=O)NC2CCCCC2)c1C
  0.5	-9	14	-5	0	0.3	-8	-6	-8
CC(NC(=O)CN1C(=O)NC2(CCCCCC2)C1=O)c1ccccc1 (configuration not stated)
  0.1	-3	5	-2	2	-0.2	-3	-14	-8
COc1cccc(C2(O)CCN(C(=O)Cc3cccnc3)CC2)c1
  0.6	-2	24	-1	0	0.9	8	-13	-15
COC(=O)c1ccccc1NC(=O)CCC(=O)N1CCSc2ccccc21
  13	-10	15	-5	0	2.1	5	-13	4
COc1ccc(-n2c(SCC(=O)Nc3ccc(C)cc3)nc(O)c(Cc3ccccc3)c2=O)cc1
  -0.6	-7	-23	0	3	-0.1	-9	-7	8
Cc1c2cc[n+](CCN3CCCCC3)cc2c(C)c2c1[nH]c1ccc(O)cc12
  ·	·	21	-4	·	0.2	·	·	-9
CCCCNS(=O)(=O)CCNCc1ccco1
  ·	·	27	-2	3	0.0	-14	-16	-12
COc1ccc(CN2CCCC(C(=O)c3ccc4c(c3)OCO4)C2)c(F)c1 (configuration not stated)
  3.6	1	4	-3	-1	3.8	-16	-28	-16

Additional results
Order of values – V1R ag counter	OXTR potentiate	CHO-K1 Ca PAM	M1 ag	TAAR1 agonist	CHO-K1 Ca ag	TAAR1 antag	CHO parental Ca	CHO-K1 Ca antag
COCCn1c(SCC(=O)Nc2ccc3c(c2)OCCO3)nc2ccccc2c1=O
  ·	·	-7	1	0	-0.2	-24	·	3
O=C(CN1C(=O)NC(c2ccccc2)(c2ccccc2)C1=O)N1CCCCC1
  1.9	-7	15	-1	4	1.0	14	-6	-13
Cc1ccc(NC(=O)CSc2nnc(C3CC3)n2CC2CCCO2)cc1C (configuration not stated)
  -0.9	7	-1	-5	1	0.6	-16	3	-13
COCC(C)NC(C(=O)Nc1ccc(Cl)c([N+](=O)[O-])c1)c1ccccc1 (configuration not stated)
  0.3	-10	-2	-6	-1	0.2	-16	81*	3
C[Si](C)(C)n1ccnc1
  -0.4	1	-7	-2	1	-0.3	-13	9	10
Cc1ccccc1NC(=O)c1ccc(NC(=O)c2ccco2)cc1
  0.6	-5	3	-4	5	1.4	-17	-7	-16
O=C(C1=C[C@@H](C2CC2)C[C@@H](OCc2ccc(CO)cc2)O1)N1CCN(Cc2ccccc2)CC1
  0.5	-13	-1	1	5	-0.2	8	-13	-5
Cc1cc(C)c2c(C)nn(-c3ccccc3)c2n1
  0.5	-4	18	-4	8	0.4	2	-12	-17
Cc1cc(C(=O)NC2CCCN(Cc3ccccc3F)C2)no1 (configuration not stated)
  -0.3	-6	14	-6	0	1.5	-17	-24	-13
CC(=O)NC(Cc1ccc(F)cc1)C(=O)NC1CCN(C(=O)Nc2ccc(F)cc2)CC1 (configuration not stated)
  0.9	-1	28	-3	0	2.6	4	-2	-15
CCN(CC)S(=O)(=O)c1ccc(NC(=O)COc2cccc(-n3cnnn3)c2)cc1
  3.0	-9	10	-3	4	1.4	11	-2	-9
CCC(C)NC(=O)CCc1nc2ccccc2n1-c1ccccc1 (configuration not stated)
  -0.8	0	30	-2	1	-0.1	-19	-16	-16
CCCC(=O)Nc1cc(C(=O)O)ccc1S(=O)(=O)c1ccc(C)cc1
  0.5	-6	11	-8	3	0.2	6	1	5
O=[N+]([O-])c1cccc(-c2ccn[nH]2)c1
  0.2	-14	2	-2	0	1.0	-20	7	-6
CC1(C)CN=C(N(Cc2ccccc2)C(=O)Nc2ccccc2)S1
  0.0	-6	-1	-13	4	0.9	8	-6	-6

Other structures follow.
Order of values – V1R ag counter	OXTR potentiate	CHO-K1 Ca PAM	M1 ag	TAAR1 agonist	CHO-K1 Ca ag	TAAR1 antag	CHO parental Ca	CHO-K1 Ca antag
Oc1c(Br)cc(Br)c2cccnc12
  ·	·	5	-4	-2	1.3	13	·	7
C(=NN=C1c2ccccc2-c2ccccc21)c1ccc2c(c1)OCO2
  ·	·	12	-3	-1	-0.4	-12	·	-6
CN(C(=O)CN1C(=O)NC2(CCc3ccccc32)C1=O)C1CCS(=O)(=O)C1 (configuration not stated)
  -0.3	-10	2	-4	0	0.5	-8	5	-1
CC1CCC(NC(=O)C(C)N2C(=O)C3CCCCC3C2=O)CC1 (configuration not stated)
  -0.4	-2	-4	-5	0	-0.6	12	-11	-2
CCS(=O)(=O)Nc1cccc(-c2ccc3nnc(C)n3n2)c1
  4.7	-1	·	·	0	·	-1	1	·
CC(Oc1ccc2c(-c3ccccc3)cc(=O)oc2c1)C(=O)NCCCN1CCOCC1 (configuration not stated)
  0.3	-2	12	-13	3	0.9	-5	-16	-8
Cc1ccc(Cn2ncc3c(N4CCN(Cc5ccc(Cl)cc5)CC4)ncnc32)cc1
  0.2	-5	10	-3	11	0.5	-25	-23	16
COc1cccc(NC(=O)c2ccc(S(=O)(=O)N3CCCC3)cc2)c1
  3.0	-10	15	-7	-3	0.8	4	-4	1
Cc1nn(-c2ccccc2)c2sc(C(=O)N3CCc4ccccc4C3)cc12
  ·	·	16	-5	0	0.6	9	·	-6
Cc1ccc(/C=C(\NC(=O)c2ccccc2)C(=O)OCc2ccccc2)cc1
  -1.0	-5	19	-8	-2	0.5	17	-19	-6
CCN(CC)C(=O)C1=C(C)N(Cc2ccccc2)C(=O)C(CC(=O)NCc2cccc3ccccc23)C1 (configuration not stated)
  ·	·	22	-4	16	1.5	-21	·	-14
CC(=O)Oc1c(C)c(C)c2c(c1C)CCC(C)(CCCC(C)CCCC(C)CCCC(C)C)O2 (configuration not stated)
  0.8	0	-12	0	8	-0.4	-25	-2	1
NC(=O)c1ccc(NC(=S)NCc2ccco2)cc1
  0.2	-3	-3	-5	3	0.0	10	-7	-15
O=C(COc1ccc(Br)cc1Cl)N1CCN(c2ncccn2)CC1
  0.5	-4	-9	-2	1	0.7	-10	-14	1
COC(=O)c1ccccc1NC(=O)NC1CCCCC1
  -1.9	6	7	-6	0	1.4	-46	-3	-3

Further records follow:
Order of values – V1R ag counter	OXTR potentiate	CHO-K1 Ca PAM	M1 ag	TAAR1 agonist	CHO-K1 Ca ag	TAAR1 antag	CHO parental Ca	CHO-K1 Ca antag
O=C(NC1CCCC1)C(c1ccc(N2CCOCC2)cc1)N(Cc1ccco1)C(=O)c1ccco1 (configuration not stated)
  0.5	-9	17	-3	7	1.1	-1	0	-9
O=C(C(c1ccccc1)C(O)c1ccccc1)N1CCOCC1 (configuration not stated)
  ·	·	-2	-4	6	-0.4	-2	·	0
O=C(NCC1CCCO1)c1ccc([N+](=O)[O-])o1 (configuration not stated)
  ·	·	14	0	1	3.7	1	·	-11
O=C(CS(=O)(=O)c1ccccc1)c1cc2cc(F)ccc2oc1=O
  -0.4	-9	2	-7	·	0.4	·	4	-14
